Assay outcomes from PubChem.
FLuc modulator: qHTS profiling assay for firefly luciferase inhibitor/activator using purifed enzyme and Km concentrations of substrates (counterscreen for miR-21 project); Luciferin 4-monooxygenase (Photinus pyralis), P08659; purified FLuc, Km substrates, luminescence inhibition; Potency, µM (series often up to 57.5 µM), for inactives: at the highest dose activity change, negative = inhibition, most hits filed as inhibitors; 360,000 compounds, 6.9% hits; AID 588342, 2011;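 further: potency means the concentration at half of the fitted maximal effect; plate controls were vehicle for no effect and reference inhibitor for full effect; nearly all actives have a fitted effect of over 55% in size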
Target sequence (P08659 whole entry, looked up): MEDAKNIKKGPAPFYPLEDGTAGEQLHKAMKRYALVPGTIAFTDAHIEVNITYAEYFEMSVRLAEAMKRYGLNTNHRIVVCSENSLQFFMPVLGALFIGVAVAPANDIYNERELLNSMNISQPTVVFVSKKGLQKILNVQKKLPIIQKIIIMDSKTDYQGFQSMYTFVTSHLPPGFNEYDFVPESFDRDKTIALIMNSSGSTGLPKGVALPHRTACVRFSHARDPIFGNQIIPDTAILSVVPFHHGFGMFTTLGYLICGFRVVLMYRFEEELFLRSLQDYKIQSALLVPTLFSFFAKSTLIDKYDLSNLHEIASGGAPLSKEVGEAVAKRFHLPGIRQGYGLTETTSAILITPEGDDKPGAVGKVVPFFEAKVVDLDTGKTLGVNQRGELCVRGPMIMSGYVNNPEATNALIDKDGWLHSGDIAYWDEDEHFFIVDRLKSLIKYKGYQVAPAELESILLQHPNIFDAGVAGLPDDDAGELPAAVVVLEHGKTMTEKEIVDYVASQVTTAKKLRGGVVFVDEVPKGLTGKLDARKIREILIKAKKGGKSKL
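Purified P. pyralis luciferase, 10 nM final, with Km-level 10 uM D-luciferin and 10 uM ATP in 50 mM Tris acetate pH 7.5, 10 mM Mg acetate, 0.01% Tween-20, 0.05% BSA; 6-point qHTS titration about 60 µM downward; luminescence read.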
NPC1 prom act: qHTS Assay for NPC1 Promoter Activators. Huh7 NPC1 promoter luciferase reporter, 24 h. Potency, µM (series often up to 9.22 µM), for inactives: at the highest dose activation, most hits filed as activators. 320,000 compounds, 2.4% hits;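 further: potency means the concentration at half of the fitted maximal effect; % of control where 0% means no effect; nearly all actives have a fitted effect of over 60% in size; reporter is driven by a mutant NPC1 promoter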
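NPC1 promoter–luciferase Huh7 cells; 24 h compound; luminescence.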
ELG1 genotoxic: qHTS screen for small molecules that induce genotoxicity in human embryonic kidney (HEK293T) cells expressing luciferase-tagged ELG1; Potency, µM (titrated, usually from 46 µM), without a hit: at the top dose activity change, positive = activation, actives largely listed as activators; HEK293T ELG1-luciferase reporter, luminescence, 16 h; 330,000 compounds, 1.3% hits; further: potency means the concentration at half of the fitted maximal effect; % of control where 0% means no effect; nearly all actives have a fitted effect of over 60% in size
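Luminescence read-out: rising ELG1-luciferase signal, reflecting elevated ELG1 protein under genetic stress, flags genotoxic compounds. Cells were treated for 16 hr at 37 °C before ONE-Glo detection.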
RORg inh: qHTS for inhibitors of ROR gamma transcriptional activity; Drosophila S2 Gal4-RORgamma UAS-luciferase reporter, 20 h; 310,000 compounds, 5.4% hits; AID 2551, 2010; Potency, µM (highest dose often 53.6 µM), without a hit: at the top dose activity change, negative = inhibition, actives largely listed as inhibitors; further: potency means the concentration at half of the fitted maximal effect; on the % scale 0 is the no-effect control and ±100 the full control effect; nearly all actives have a fitted effect of over 60% in size
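Luminescence from a UAS-regulated Photinus luciferase reporter in stably transfected Drosophila Schneider cells is measured; decreased signal marks ROR gamma inhibition. Fusion expression is induced by 700 uM copper sulfate for 20 hr.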
p53 reactivator: qHTS assay for re-activators of p53 using a Luc reporter. Potency, µM (doses to about 92.2 µM), for the others: top-dose activity change, positive = activation, hits mostly activators. 320,000 compounds, 0.063% hits. H1299 p53-A138V BP100-luciferase reporter, luminescence, 24 h; further: potency means the concentration at half of the fitted maximal effect; % of control where 0% means no effect; nearly all actives have a fitted effect of over 45% in size
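p53-null H1299 cells stably carrying temperature-sensitive p53-A138V and a BP100-luciferase reporter were pinned with compounds (4-point, 1:5 series) and held 24 hrs at 37 deg C. Luminescence was read 10 min after detection reagent.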
Rab9 promoter act: qHTS Assay for Rab9 Promoter Activators | AID 485297, 2010 | Huh7 Rab9 promoter-luciferase reporter, luminescence, 24 h | 320,000 compounds, 2.8% hits | Potency, µM (doses to about 9.22 µM), for inactives: at the top dose activation, negative = inhibition, usual class: activators; further: potency means the concentration at half of the fitted maximal effect; % of control where 0% means no effect; nearly all actives have a fitted effect of over 60% in size
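Stable Rab9-luc Huh7, 1500 cells/well, 2 h settle; cmpd in DMSO, 24 h, 37 °C/5% CO2; luciferase reagent 10 min RT; luminescence.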
Tb PFK block: qHTS Assay to Find Inhibitors of T. brucei phosphofructokinase; T. brucei PFK, ADP-Glo luminescence; Potency, µM (titrated, usually from 57.5 µM), without a hit: at the top dose activity, negative = inhibition, most hits filed as inhibitors; 330,000 compounds, 0.17% hits;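 further: potency means the concentration at half of the fitted maximal effect; 0% = uninhibited 1x PFK enzyme wells and -100% = no-enzyme wells; nearly all actives have a fitted effect of over 60% in size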
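ADP-Glo luminescence quantified ADP after 45 min at room temperature, with 1.25 nM T. brucei PFK, 0.1 mM ATP and 0.5 mM fructose-6-phosphate in pH 8.0 TEA buffer. qHTS titrations up to 57 µM; curves classified by quality.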
ELG1 DNA repair: qHTS screen for small molecules that inhibit ELG1-dependent DNA repair in human embryonic kidney (HEK293T) cells expressing luciferase-tagged ELG1 | HEK293T ELG1-luciferase reporter, luminescence, 16 h; DNA damage induced by 5-fluorouridine | Potency, µM (series often up to 46.1 µM), without a hit: at the top dose activity change, negative = inhibition, usual class: inhibitors | 330,000 compounds, 2.3% hits; further: potency means the concentration at half of the fitted maximal effect; on the % scale 0 is the no-effect control and ±100 the full control effect; nearly all actives have a fitted effect of over 55% in size
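Step one: seed 2,000 cells per well. Step two: pin-transfer compound or DMSO alongside 5-fluorouridine. Step three: incubate 16 hr, 37 °C, 5% CO2. Step four: add ONE-Glo, wait 30 min, read luminescence.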
TRPV1 ag: HTS Assay for Compounds that Act as Agonists of the Vanilloid Receptor 1 | Transient receptor potential cation channel subfamily V member 1 (Homo sapiens), Q8NER1 | TRPV1-expressing cells, Fluo-8 calcium influx, agonist mode | activation, % at 8.33 µM | 320,000 compounds, 0.19% hits | AID 540275, 2011; in the data active means activation above about 80%; inconclusive means between about 30% and that limit; further: 0% is about no effect
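Fluo-8 calcium influx in TRPV1-expressing cells, kinetic read (ex 480/em 520 nm). Compound added and read 3 min for agonist activity, followed by capsaicin at EC20 final and 2 min further read for enhancement.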
Gal4-VP16 FLuc: VP16 counterscreen qHTS for inhibitors of ROR gamma transcriptional activity; Drosophila S2 Gal4-VP16 UAS-luciferase, luminescence, 20 h; Potency, µM (doses to about 53.6 µM), for inactives: top-dose activity, negative = inhibition, hits mostly inhibitors; 310,000 compounds, 3.5% hits; AID 2546, 2010;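 further: Gal4-VP16 expression switched on by copper sulfate through the metallothionein promoter; potency means the concentration at half of the fitted maximal effect; on the % scale 0 is the no-effect control and ±100 the full control effect; nearly all actives have a fitted effect of over 50% in size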
BRCA1 expr act: qHTS Assay to Identify Small Molecule Activators of BRCA1 Expression | MCF7-BRCA1-FFLuc reporter, luminescence, 48 h; response scale: scaled: vehicle 0%, 10 µM genistein 100% | Potency, µM (top dose mostly 46.1 µM), without a hit: at the top dose activation, hits mostly activators | 380,000 compounds, 1.1% hits | AID 624202, 2012; further: potency means the concentration at half of the fitted maximal effect; nearly all actives have a fitted effect of over 80% in size; some results filed as inactive show a strong effect at the top dose
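Using MCF7 cells harboring a BRCA1 firefly luciferase reporter, plated 2 h before compound pinning, the screen measured luminescence after 48 h incubation. Responses were normalized to DMSO and 10 microM genistein, then fitted for concentration-effect.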
An asterisk follows results filed as active; u = inconclusive; x = no result given; [ ] = remark or other dose. Unless noted, the call rests on the fitted dose curve; in most records, active means well fitted curve in the direction sought with a large enough effect; inconclusive means small, poorly fitted or top-dose-only effect, or another doubt; inactive means no such curve, though single readings can be large; an effect the other way counts as inactive or inconclusive.

SMILES | FLuc modulator | NPC1 prom act | ELG1 genotoxic | RORg inh | p53 reactivator | Rab9 promoter act | Tb PFK block | ELG1 DNA repair | TRPV1 ag | Gal4-VP16 FLuc | BRCA1 expr act
COCCNS(=O)(=O)c1ccc(-c2ccc(S(=O)(=O)NCCOC)cc2)cc1 | 4.3µM* | u | u | 10% | u | 1µM* | 1% | u | -3 | -7% | -40%
O=C(/C=C/c1ccc([N+](=O)[O-])cc1)N1CCN(Cc2ccccc2)CC1 | -2% | -3% | -1% | u | 1% | 4% | -4% | -8% | 28 | -4% | -5%
CSc1ccc(C(=O)C2CCCN(C(=O)CCCn3cncn3)C2)cc1 (centres undefined) | -5% | 1% | 0% | -5% | 1% | 18% | 13% | u | -4 | -13% | 33%
CC(C)NC(=O)C(Cc1ccccc1)N1C(=O)c2ccccc2C1=O (centres undefined) | -2% | 0% | -5% | 11% | -1% | -7% | -2% | 1% | -2 | -2% | -7%
CCOC(=O)N1CCN(S(=O)(=O)c2ccc3c(c2)SC(C)C(=O)N3)CC1 (centres undefined) | u | -15% | 2% | u | 2% | -14% | -1% | u | 5 | u | -20%
O=C(O)c1ccccc1C(=O)N1CCN(c2ncccn2)CC1 | 0% | -2% | 3% | 12% | -5% | 1% | -4% | 10% | 3 | 5% | -25%
COc1ccc(/C=N/NC(=S)Nc2cccc(C(=O)O)c2)cc1 | 1.7µM* | 2µM* | -6% | 3.5µM* | -7% | 1.8µM* | 8% | u | 3 | 11µM* | 15%
O=C(OCc1c(F)cccc1Cl)c1cnc2ccccc2n1 | u | -2% | 6% | 5% | 4% | 4% | 1% | 22% | 13 | 1% | 8%
COc1ccc(N2C(=O)CC(NNc3nc4ccccc4s3)C2=O)cc1 (centres undefined) | 2% | -4% | 0% | 21% | -1% | 3% | -3% | 10% | 12 | -13% | 7%
CCOC(=O)C1(Cc2ccccc2C)CCCN(C(=O)c2cc(CC)nn2C)C1 (centres undefined) | 0% | 0% | -7% | -5% | -3% | -2% | 2% | -11% | 12 | -20% | 12%
O=C(Nc1ccc(F)cc1)Nc1nnc(Cc2ccccc2)s1 | -6% | 5% | 11% | 10% | 8% | -8% | -1% | 0% | 3 | -20% | -11%
O=C(COC(=O)Cc1ccc(F)cc1)Nc1ccc2[nH]c(=O)[nH]c2c1 | -1% | 0% | 3% | x | -3% | -5% | u | 20% | 1 | x | -6%
OCC1(CCOc2ccccc2)CCN(Cc2ccc(OC(F)F)cc2)CC1 | -1% | -1% | 9% | -21% | -52%[inhibitor] | -4% | -9% | u | 5 | -5% | -1%
COc1ccc(C(=O)N2CCc3ccc(NC(=O)c4ccccn4)cc3C2)cc1F | 21µM* | u | -16% | u | x | 27% | 1% | u | u | -11% | 43%
CCN1/C(=C2\OC(=S)N(C)C2=O)C=Cc2ccccc21 | -3% | 1% | 2% | 14% | 10% | 14% | 20% | 19% | -3 | 3% | 6%
COc1ccc(C(=O)N/N=C2/SCC(=O)N2Cc2ccc3c(c2)OCO3)cc1OC | 2% | 1% | 0% | 0% | -3% | 0% | -1% | -13% | x | -6% | 3%
CCOc1ncccc1C(=O)NCC(c1ccco1)N1CCCCC1 (centres undefined) | x | x | -6% | x | -1% | x | -4% | -21% | x | x | -17%
CCCc1cc(=O)[nH]c(SCC(=O)Nc2cc(S(=O)(=O)N3CCOCC3)ccc2Cl)n1 | x | x | 0% | x | -4% | x | 0% | -2% | x | x | -26%
CC1CCC(NC(=O)C2CCN(S(=O)(=O)c3ccc4nc5c(c(C(=O)O)c4c3)CC(C)CC5)CC2)CC1 (centres undefined) | u | -3% | 1% | 4% | -4% | -7% | 0% | 9% | -3 | -2% | -5%
Fc1ccc(Oc2nccc(-c3ccc(Cl)cc3)n2)cc1 | -1% | 6% | -3% | 1% | 10% | 7% | -4% | 1% | -4 | u | 47%
Cc1ccc(C)c(NC(=O)CN(C)C(=O)CSC(C)C(=O)Nc2cc(C)on2)c1 (centres undefined) | 5% | -1% | 2% | 16% | -1% | 8% | 0% | -5% | -3 | 11% | 2%

Rab9 promoter act: what is marked active above.
Compound	NPC1 prom act	RORg inh	p53 reactivator	Rab9 promoter act	Tb PFK block	TRPV1 ag
COCCNS(=O)(=O)c1ccc(-c2ccc(S(=O)(=O)NCCOC)cc2)cc1	u	10%	u	1µM*	1%	-3
COc1ccc(/C=N/NC(=S)Nc2cccc(C(=O)O)c2)cc1	2µM*	3.5µM*	-7%	1.8µM*	8%	3

Another view of part of the listing above:
> CCOc1ncccc1C(=O)NCC(c1ccco1)N1CCCCC1 (centres undefined)
  FLuc modulator: x
  NPC1 prom act: x
  ELG1 genotoxic: -6%
  RORg inh: x
  p53 reactivator: -1%
  Rab9 promoter act: x
  Tb PFK block: -4%
  ELG1 DNA repair: -21%
  TRPV1 ag: x
  Gal4-VP16 FLuc: x
  BRCA1 expr act: -17%
> CCCc1cc(=O)[nH]c(SCC(=O)Nc2cc(S(=O)(=O)N3CCOCC3)ccc2Cl)n1
  FLuc modulator: x
  NPC1 prom act: x
  ELG1 genotoxic: 0%
  RORg inh: x
  p53 reactivator: -4%
  Rab9 promoter act: x
  Tb PFK block: 0%
  ELG1 DNA repair: -2%
  TRPV1 ag: x
  Gal4-VP16 FLuc: x
  BRCA1 expr act: -26%
